High-throughput results from PubChem.
Bcl-xL primary = blocks human Bcl-xL binding to Bim BH3 peptide. Q07817. GST-Bcl-xL / FITC-Bim BH3 peptide fluorescence polarization. inhibition, % at 10.9 µM. 0.7% of 320,000 active. AID 2129;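 active = inhibition above the mean of all tested compounds plus 3 SD, cutoff set per campaign, cut at about 30% in these data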;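 also: 0% = DMSO wells and 100% = unlabeled Bim-BH3 peptide competitor; inhibitors lower millipolarization by displacing the labeled peptide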
PME-1 inh = PME-1 (human) inhibition; 0.53% of 320,000 active; Q9Y570; recombinant PME-1, FP-Rh probe fluorescence polarization; inhibition, % at 5.9 µM;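 active = inhibition above the campaign mean of all compounds plus 3 SD, cut at about 26% in these data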;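 also: competitive labeling of PME-1 active site by serine hydrolase directed probe; 0% = PME-1 with DMSO and 100% = wells lacking PME-1 enzyme; inhibitors block probe labeling so polarization falls and inhibition rises; many of its hits are not listed in these tables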
Target sequence (Q9Y570 whole entry, looked up): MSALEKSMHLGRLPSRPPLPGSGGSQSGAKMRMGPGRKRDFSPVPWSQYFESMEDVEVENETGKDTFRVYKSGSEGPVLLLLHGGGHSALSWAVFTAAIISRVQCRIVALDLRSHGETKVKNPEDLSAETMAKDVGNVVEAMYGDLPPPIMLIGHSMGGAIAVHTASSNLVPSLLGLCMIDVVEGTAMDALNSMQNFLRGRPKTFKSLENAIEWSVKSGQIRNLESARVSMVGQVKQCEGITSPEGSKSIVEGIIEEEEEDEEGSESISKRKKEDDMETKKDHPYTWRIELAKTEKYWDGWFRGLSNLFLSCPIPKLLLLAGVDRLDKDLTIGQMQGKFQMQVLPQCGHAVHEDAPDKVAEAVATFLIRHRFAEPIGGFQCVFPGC
MCL1 BIM primary = disrupts human MCL1 binding to BIM-BH3 peptide; Q07820; GST-MCL1 / FITC-Bim-BH3 fluorescence polarization; inhibition, % at 10.9 µM; 0.68% of 320,000 active; AID 2057;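 active = inhibition above the mean inhibition of all tested compounds plus 3 SD, set per campaign, cut at about 40% in these data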;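 also: 0% = DMSO wells and 100% = unlabeled Bim-BH3 peptide control; higher means more loss of mP so more displacement of Bim peptide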
Target sequence (Q07820 whole entry, looked up): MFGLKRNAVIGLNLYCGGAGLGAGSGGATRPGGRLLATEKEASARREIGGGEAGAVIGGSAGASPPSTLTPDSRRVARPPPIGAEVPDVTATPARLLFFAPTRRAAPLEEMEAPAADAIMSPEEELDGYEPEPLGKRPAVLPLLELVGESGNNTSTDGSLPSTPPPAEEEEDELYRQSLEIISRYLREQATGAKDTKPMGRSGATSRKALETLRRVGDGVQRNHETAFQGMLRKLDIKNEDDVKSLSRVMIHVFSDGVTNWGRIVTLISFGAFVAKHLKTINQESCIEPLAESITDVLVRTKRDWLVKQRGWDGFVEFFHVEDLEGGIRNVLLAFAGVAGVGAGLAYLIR
Fam108B counter = Fam108B inhibition, counter-screen for RBBP9 inhibitors; recombinant Fam108B, FP-Rh probe fluorescence polarization; inhibition, % at 9.51 µM; 0.33% of 300,000 active; AID 1947;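 active = inhibition above the screen mean inhibition plus 3 SD, computed separately per campaign, cut at about 18% in these data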;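 also: inhibitors lower polarization as less probe binds the enzyme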
MEX-5 binding = C. elegans MEX-5 TCR-2 RNA binding activity; Q9XUB2; activity score (negative = inhibition of binding), % at 10 µM; AID 1832; 0.38% of 300,000 active; MEX-5/FITC-TCR2 RNA binding, fluorescence polarization; active compounds read low;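 active = inhibition past about -25% in most replicates, and total fluorescence under double the plate's negative control median, limit read from the data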;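 also: 0% = DMSO and -100% = 5 µM competing unlabeled TCR2 RNA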
GLD-1 RNA inh = GLD-1-TGE RNA interaction inhibition (C. elegans); AID 2280; 0.44% of 320,000 active; inhibition, % at 5.96 µM; purified GLD-1 + fluorescein TGE RNA, fluorescence polarization; Q17339;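 active = percent inhibition above a per-plate cutoff, the plate mean of test compounds plus 3 SD, cut at about 30% in these data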;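 also: 0% = DMSO wells with GLD-1 and probe and 100% = wells lacking GLD-1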
PAFAH1B2 inh = blocks human PAF acetylhydrolase 1b catalytic subunit 2; recombinant PAFAH1B2, FP-rhodamine activity probe, fluorescence polarization; inhibition, % at 3.39 µM; 1.2% of 340,000 active;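 active = inhibition above the mean of all tested compounds plus 3 SD, cut at about 24% in these data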;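 also: 0% = enzyme with DMSO and 100% = wells lacking PAFAH1B2; many of its hits are not listed in these tables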
Target sequence (P68402 whole entry, looked up): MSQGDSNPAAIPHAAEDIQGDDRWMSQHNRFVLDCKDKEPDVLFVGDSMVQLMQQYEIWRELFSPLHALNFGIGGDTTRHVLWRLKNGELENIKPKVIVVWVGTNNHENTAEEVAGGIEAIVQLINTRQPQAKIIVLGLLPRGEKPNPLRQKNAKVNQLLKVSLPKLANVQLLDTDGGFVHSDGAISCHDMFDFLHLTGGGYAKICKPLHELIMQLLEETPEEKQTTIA
pPAFAH inh = pPAFAH (human) enzyme inhibition; recombinant pPAFAH, FP-rhodamine probe fluorescence polarization; 1.5% of 330,000 active; AID 463082; Q13093; inhibition, % at 3.39 µM;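 active = inhibition above the mean inhibition across the screen plus 3 SD, cut at about 25% in these data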;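 also: inhibitors block binding of the rhodamine activity-based probe so polarization drops; 0% = enzyme with DMSO and 100% = wells lacking pPAFAH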
AHR act = human AHR activation | P35869 | AHR-responsive luciferase reporter cells, luminescence | activation, % at 5 µM | 2.5% of 320,000 active | AID 2796; in the data active = activation above about 47%;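 also: 0% = vehicle wells and 100% = reference agonist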
Active calls of the source: *; / = no result given. The list is partial (hit frequency here may not be typical).

Structure	Bcl-xL primary	PME-1 inh	MCL1 BIM primary	Fam108B counter	MEX-5 binding	GLD-1 RNA inh	PAFAH1B2 inh	pPAFAH inh	AHR act
O=C(Nn1cnnc1)c1cc(Br)ccc1Cl	5.8	-0.6	-8.5	-0.7	-0.9	5.9	4.1	4.8	-1.7
COC(=O)/C=C/c1ccccc1S(=O)(=O)N(Cc1ccccc1)Cc1ccco1	11.2	-1.2	9.1	0.4	-0.1	-4.5	5.1	3.1	0.2
Cn1nc(-c2ccc(Cl)cc2)c2cc(C(=O)N3CCN(c4ccccn4)CC3)sc21	-1.6	0.8	-1.7	-5.8	-0.5	0.8	-2.0	-8.3	106.2*
O=C(NC(=S)Nc1ccc(C(F)(F)F)cc1)c1csnn1	1.5	2.7	8.3	0.2	-1.4	-4.0	8.4	18.3	3.1
CC1CCN(C(NC(=O)c2ccco2)C(=O)c2ccccc2)CC1 (configuration not stated)	0.8	-2.1	1.1	-1.6	-1.6	-1.2	4.1	4.2	5.6
CCN1CCCC1CNC(=O)CSc1cc(=O)n(CC)c2ccccc12 (configuration not stated)	3.2	-5.2	-1.5	-2.2	0.5	3.6	-2.1	1.5	4.4
O=C1NC[C@@H](c2ccccc2)OC(=O)[C@H](Cc2ccc(F)cc2)C/C=C\C[C@@H]1CC(=O)N(CCO)Cc1ccccc1	/	/	/	/	/	4.3	10.2	2.8	1.0
CCC(CC)c1nnc(NC(=O)Cc2ccccc2[N+](=O)[O-])s1	0.7	-0.3	-1.7	-2.4	1.7	5.3	4.1	1.6	22.9
CC(=O)Nc1ccc(S(=O)(=O)N(C)CC(=O)N/N=C/c2cccc(O)c2)cc1	0.3	-6.1	-5.9	-2.0	2.6	-5.1	7.7	-2.1	-0.3
Cc1ccccc1N(CC(=O)Nc1ccc(S(=O)(=O)N2CCOCC2)cc1)S(C)(=O)=O	2.2	7.3	-0.5	3.5	-1.4	9.2	0.1	5.1	3.6
COc1c(O)ccc(C2NC(=O)NC(C)=C2C(=O)Nc2ccccc2C)c1[N+](=O)[O-] (configuration not stated)	1.8	-4.1	7.1	1.6	-3.1	-1.6	2.5	5.3	-0.8
CC1(C)Cc2c(sc(NC(=O)Cc3ccccc3)c2C#N)CO1	2.7	-0.1	5.3	-2.0	2.4	5.0	2.3	8.9	4.7
COc1ccc(CCNC(=O)COC(=O)c2ccc(Br)o2)cc1OC	-1.8	2.8	-4.0	0.2	-1.0	-2.8	8.1	7.2	-3.1
COc1cccc(/C=N/NC(=O)c2cnccn2)c1O	2.5	-3.7	4.2	3.0	-6.0	-0.7	5.1	4.1	22.4
CCCCn1c(N)c(N(CC(C)C)C(=O)c2cc3c(s2)CCC3)c(=O)[nH]c1=O	-10.1	4.9	-9.3	1.8	-2.0	4.2	3.3	12.0	-0.8
CCOc1ccc(NC(=O)C(C)NC(=O)c2ccccc2Cl)cc1S(=O)(=O)N1CCCC1 (configuration not stated)	1.5	3.2	-2.2	/	/	-1.4	4.2	0.6	3.6
Cc1nc(Nc2ccccc2)sc1C(=O)c1ccccc1	3.3	-1.3	6.0	-0.9	-0.4	1.6	/	14.9	-1.7
Cc1cc(NC(=O)CCl)n(-c2nc3ccccc3s2)n1	4.8	-2.3	0.1	0.5	1.0	-0.3	1.4	3.8	24.1
COCCCNC(=O)c1cc(-c2cccnc2)nc2ccccc12	5.2	-4.0	1.0	5.5	0.4	0.5	-0.9	3.8	6.4
COc1ccccc1P(=O)(Cc1ccccc1[N+](=O)[O-])c1ccccc1 (configuration not stated)	-1.7	2.6	-3.5	-1.9	2.3	4.9	7.9	4.1	0.2
O=C1CC(N(O)C2CC(=O)N(Cc3ccccc3)C2=O)C(=O)N1Cc1ccccc1 (configuration not stated)	6.1	3.1	4.7	-0.6	-3.2	-2.1	1.4	4.8	-0.9
S=C1NC2=C(CCCC2=C2SCCS2)C(c2ccccc2)N1 (configuration not stated)	7.8	-2.5	4.0	-3.8	-3.6	-2.3	-6.1	2.5	16.2
COc1cccc(C2c3c(-c4cc(Cl)c(C)cc4O)n[nH]c3C(=O)N2Cc2cccnc2)c1 (configuration not stated)	5.0	0.4	6.5	5.3	-6.0	-1.9	3.3	6.0	8.3
CSc1ccc(/C=N/n2c(C3CCCCC3)n[nH]c2=S)cc1	-18.3	2.6	-25.7	7.5	3.5	2.3	2.4	5.7	-2.2
CC1(C)c2ccccc2N2CC(=O)NC21/C=C/c1ccco1 (configuration not stated)	-2.5	-4.5	-5.0	-3.4	2.6	-3.8	-4.5	8.6	-0.5
O=c1cc(CN2CCN(c3ccccn3)CC2)nc2sccn12	4.4	-2.8	-2.2	0.6	-4.7	-5.5	-1.5	-0.1	-1.5
O=C(N/N=C/c1ccccc1OC(F)F)C1=COCCO1	-0.6	-4.7	0.1	1.9	0.9	5.6	2.4	0.1	13.0
O=C(O)CNC(=S)N(Cc1cccs1)C1CCCCC1	4.9	4.8	7.0	-0.9	-0.4	3.7	14.9	1.3	-0.9
CCOc1ccc2nc(COC(=O)c3ccco3)c(C(C)=O)[n+]([O-])c2c1	3.8	4.3	9.1	1.1	1.4	2.0	1.9	4.0	5.9
Cc1cccc(C(=O)OCC(=O)Nc2ccccc2C(=O)NC2CC2)c1	5.5	6.8	-0.5	/	/	-1.8	1.4	-3.2	-1.5
CCn1c(C)c(C(C)=O)cc(C#N)c1=O	7.2	-5.0	1.5	-4.0	-0.1	1.5	4.3	2.8	0.8
O=C(NCc1ccccc1CN1CCCC1)c1cccc(S(=O)(=O)N2CCOCC2)c1	5.9	-1.9	7.3	/	/	0.0	-2.8	-1.9	1.2
NC1=NC[C@H](c2ccccc2)N1CC1CCCCC1	-0.9	-5.4	5.9	-4.8	-0.7	1.8	3.2	-1.2	3.4
Oc1cnn(-c2ccccc2)c1	2.4	-7.3	-1.4	-3.4	-0.6	-1.1	4.9	1.8	5.3
O=C(CSc1ccccn1)Nc1ccc2c(c1)CCC2	-3.8	-1.7	-1.9	-0.7	1.5	6.1	2.6	3.1	0.1
Cc1ccc(C)c(OCCSc2nnc(C)c(=O)[nH]2)c1	4.4	0.1	2.6	4.3	0.7	0.7	8.8	-0.8	-0.5
COC(=O)C1=C(C)NC(=S)NC1c1ccc(OCC(=O)N2CC(C)OC(C)C2)c(OC)c1 (configuration not stated)	3.1	4.0	1.2	/	/	9.8	7.9	0.6	-1.1
CCCOc1ccc(-c2c(C(=O)N/N=C/c3ccsc3)nnn2-c2nonc2N)cc1	4.2	0.0	4.1	-5.4	0.3	-4.9	4.9	2.1	6.7
Cc1nnc(NC(=O)c2ccc(C)c(S(=O)(=O)N3CCOCC3)c2)s1	1.9	-0.6	-1.6	1.8	1.0	-2.0	0.3	2.4	0.7
O=C(Nc1ccc(Cl)cc1)c1cc(S(=O)(=O)Nc2ccccn2)ccc1Cl	5.0	-2.3	4.5	1.5	1.4	10.6	1.3	3.5	0.1
O=C(CSc1nnc(-c2ccccc2Br)o1)N1CCN(C(=O)c2ccco2)CC1	4.3	5.1	5.9	3.6	-1.4	-1.3	2.9	-4.7	-1.8
Cc1cc(=O)oc2cc(OCC(=O)Nc3ccc(N4CCC(C)CC4)cc3)ccc12	7.3	-2.5	6.2	3.7	-0.3	-0.1	1.9	6.2	3.0
Cc1nnsc1-c1c(C(=O)N2CCOCC2)c(C)nn1-c1ccc(Cl)cc1	-2.3	0.6	-6.0	2.0	-0.7	3.7	0.4	-0.5	3.8
O=C1CCCN1CC(O)CS(=O)(=O)c1ccc(Cl)cc1 (configuration not stated)	-1.2	-4.3	2.7	-0.6	-1.2	5.9	0.6	-1.6	-2.3
CCOc1ccccc1OCCn1ncc2ccc(OC)c(OC)c2c1=O	3.3	-1.9	1.4	1.1	0.6	-5.8	1.8	-0.9	0.7
Cc1cccc(NS(=O)(=O)c2ccc3nc(-c4ccccc4)[nH]c3c2)c1C	4.1	-3.3	-0.4	-2.1	-0.6	7.7	-1.1	19.4	20.9
COc1ccc(C(=O)Nc2cc(C(F)(F)F)ccc2-n2cncn2)cc1	-4.7	1.4	-15.1	-2.5	0.0	1.9	0.5	3.4	6.4
Cn1nc([N+](=O)[O-])nc1Sc1cccc2cccnc12	7.5	1.3	10.1	1.1	-4.6	-1.5	-0.7	2.9	2.4
O=C(NCCc1ccccn1)c1ccc2nc(Cc3ccccc3F)oc2c1	2.1	-5.0	4.3	-1.6	0.8	1.7	5.9	0.7	17.0
CCCCn1c(N)c(N(Cc2ccccc2OC)C(=O)C(C)C)c(=O)[nH]c1=O	-2.4	-2.8	-2.4	0.2	-1.4	7.8	-0.1	1.9	1.4

Going on with the list:
Structure	Bcl-xL primary	PME-1 inh	MCL1 BIM primary	Fam108B counter	MEX-5 binding	GLD-1 RNA inh	PAFAH1B2 inh	pPAFAH inh	AHR act
CCOP(=O)(OCC)c1nc(-c2ccc(C)cc2)oc1N1CCOCC1	0.7	-1.7	2.3	0.4	0.3	1.3	3.1	2.3	4.2
CC1Sc2ccc(S(=O)(=O)N3CCC(C(=O)N(C)Cc4ccco4)CC3)cc2NC1=O (configuration not stated)	-5.7	5.0	-24.4	-6.5	-9.2	-1.1	0.2	1.3	0.8
Cc1onc(-c2ccccc2Cl)c1C(=O)Nc1ccc(S(=O)(=O)N2CCCC2)cc1	1.9	2.2	7.3	-2.2	-0.3	1.4	0.0	-1.1	2.8
O=C(Nc1nc2cc3c(cc2s1)OCCO3)c1cccc(N2C(=O)CCC2=O)c1	9.7	-40.3	7.2	1.9	1.9	2.0	6.9	3.7	52.2*
O=C(Nc1ccc2c(c1)CCCN2C(=O)c1cccs1)c1ccccc1	-1.8	-6.4	-5.7	-6.3	-2.1	-1.7	-1.2	-6.5	4.4
Cc1ccsc1CN1CC(=O)N(c2c(C)cccc2C)C1=S	5.9	-5.1	5.4	-2.0	0.1	2.4	-0.5	-6.9	10.3
O=C(NC(=S)N(Cc1ccccc1)Cc1ccccc1)C1CCCCC1	-1.6	-1.0	3.7	4.5	1.5	8.3	3.5	2.4	4.8
O=C(Nc1ccc(S(=O)(=O)N2CCCCC2)cc1)c1ccccc1F	2.2	4.6	0.1	2.5	-2.5	-0.2	3.8	0.6	-0.8
C#CCOCCOCCOCCNc1nc(N2CCN(C(=O)[C@H](CCCCN)n3cc(CN)nn3)CC2)nc(N2CCN(C(=O)[C@H](CCC(=O)O)n3cc([C@@H](N)CCSC)nn3)CC2)n1	/	/	/	/	/	0.0	0.1	-0.9	-1.7
CC(=O)CN1Cc2ccccc2/C1=N\C(=O)Nc1ccccc1	8.1	-0.8	4.7	2.5	-3.5	-2.7	-0.8	70.5*	12.0
CN(CC(=O)Nc1ccc(OC(F)(F)F)cc1)S(=O)(=O)c1cnc[nH]1	0.9	1.9	1.3	-1.6	0.1	-2.8	0.7	1.9	5.1
Cc1ccc2cccc(N=Cc3c(C)[nH]n(-c4ccccc4)c3=O)c2n1	4.9	25.7	1.8	0.5	-10.3	1.0	1.9	3.0	38.4
O=C(N/N=C/c1ccco1)c1cc(-c2ccccc2)nc2ccccc12	2.7	-1.6	-0.9	1.8	2.5	0.9	-1.2	2.3	13.3
